Screens as filed in PubChem BioAssay.
ABHD5-PLIN5 inh – inhibitors of human ABHD5-perilipin-5 interaction. 0.78% of 360,000 active. inhibition, % at 4 µM. Split G. princeps luciferase complementation, luminescence, 4 h. Q00G26+Q8WTS1;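 active = inhibition above the mean inhibition across every tested compound plus 3 SD, cut at about 22% in these data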;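 also: 0% = DMSO only wells and the 100% control is not disclosed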
Exocytosis inh – blocks lytic granule exocytosis; 0.66% of 360,000 active; inhibition, % at 10 µM; AID 651702; TALL-104 LAMP-1 surface exposure, flow cytometry; cells stimulated with thapsigargin and PMA;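 active = inhibition above about 55%, limit read from the data; inconclusive = no clear call, values can overlap the other calls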
TLR9-MyD88 inh – blocks human TLR9 binding to MyD88. Q9NR96+Q99836. CHO BLA complementation TLR9-MyD88, CCF4 FRET ratio. inhibition, % at 4.98 µM. 0.21% of 340,000 active;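 active = inhibition above the mean over all tested compounds plus 3 SD, cut at about 21% in these data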;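 also: 0% = DMSO only wells and 100% = clavulanate BLA inhibitor control wells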
MC4R antag cAMP – antagonists of human melanocortin 4 receptor (MC4R); MC4R-expressing cells, MTII-stimulated cAMP, LANCE TR-FRET; inhibition, % at 6.5 µM; 0.48% of 360,000 active;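 active = inhibition above its plate's cutoff, the mean of tested wells on that plate plus 3 SD, cut at about 29% in these data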;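 also: 0% = Melanotan II alone and 100% = Melanotan II plus saturating MCL0020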
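Test system: U2OS cells stably expressing human melanocortin 4 receptor (MC4R); also added: Melanotan II challenge; compound: 6.5 µM single dose; timing: 30-min compound preincubation, 1-h Melanotan II challenge, 1-h detection, room temperature; signal: Eu-cAMP/anti-cAMP TR-FRET, emission 671 nm; repeats: one well per compound, no replicates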
aDG glyco up – alpha-DG glycosylation activation | Pro5-aDG cells, alpha-DG glycosylation AlphaScreen (IIH6); 0% Pro5, 100% B10-LARGE cell signal | activation, % at 10 µM | 0.22% of 360,000 active | AID 624168;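 active = activation of at least 8% versus controls, or a plate z-score of at least 8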;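 also: Pro5 are CHO cells carrying HIG-tagged alpha-DG that lacks glycosylation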
Vif imaging – inhibitors of HIV Vif | 0.35% of 340,000 active | inhibition, % at 7.49 µM | HEK293T cells, Vif self-association by quenched fluorescence, imaging, 24 h; in the data active = inhibition above about 50%, passing the limit was not always enough; inconclusive = no clear call, values can overlap the other calls; inactive = below about 31%; also: some results filed as inactive read as strong as hits
ABCB6 inh MLPCN – human ABCB6 transporter inhibition. K562-ABCB6 porphyrin accumulation, flow cytometry, 1 h; hits give low values. Q9NP58. 0.19% of 360,000 active. fluorescence ratio to DMSO, % at 10 µM;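 active = fluorescence ratio to DMSO below 75%, the collection mean minus 3 SD; inconclusive = too few cells collected in the well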;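 also: signal is porphyrin accumulated inside mitochondria; 100% equals median channel fluorescence of DMSO control wells; lower ratio means ABCB6 inhibition with less porphyrin fluorescence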
MC4R barr agon – activates human MC4R beta-arrestin recruitment | P32245 | AID 540308 | U2OS MC4R beta-arrestin complementation, luminescence; percent of melanotan II response, DMSO zero | 0.98% of 360,000 active | activation, % at 8.9 µM;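 active = activation above a per-plate cutoff, the mean activation of sample wells on that plate plus 3 SD, cut at about 8% in these data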
NOD2-RIPK2 inh – NOD2-RIPK2 protein interaction inhibition; CHO BLA complementation NOD2-RIPK2, CCF4 ratio; inhibition, % at 4.98 µM; 0.38% of 360,000 active; in the data active = inhibition above about 21%;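 also: 0% = vehicle only and 100% = reference blocker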
Glyco luc inh – N-linked glycosylation inhibition | AID 588692 | D54 ERlucT glycosylation luciferase reporter, 24 h; percent of 100 nM tunicamycin response | reporter increase, % at 12.5 µM | 0.23% of 360,000 active;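 active = mean luciferase reporter signal, scaled so untreated is 0 and the glycosylation-blocking control 100, at or above a set limit in every replicate; inconclusive = mean reaches the limit but not every replicate does; inactive = mean below the limit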;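 also: luciferase carries N-glycosylation sites so blocking glycosylation raises the light; 0% = median of neutral control wells and 100% = median of 100 nM tunicamycin wells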
An asterisk follows results filed as active; ? = inconclusive; / = no result given. Not all compounds are listed, so the mix of outcomes need not match the whole.

SMILES	ABHD5-PLIN5 inh	Exocytosis inh	TLR9-MyD88 inh	MC4R antag cAMP	aDG glyco up	Vif imaging	ABCB6 inh MLPCN	MC4R barr agon	NOD2-RIPK2 inh	Glyco luc inh
Cc1ccc(N2CC(C(=O)Nc3nnc(SCCC4OCCO4)s3)CC2=O)cc1 (stereo unspecified)	-0.7	3.3	5.1	5.4	0.1	-4.0	104.0	-0.8	-4.9	-0.3
COc1ccc(OC)c(C=NNC(=O)c2ccccc2NS(=O)(=O)c2cccs2)c1	-5.3	-2.2	-2.0	7.7	0.1	-0.3	121.0	-0.4	1.7	0.9
COCCN(C(=O)Nc1ccc(OC)cc1OC)C1CCN(C(C)=O)CC1	-2.4	-1.4	2.8	3.4	-0.4	-4.8	105.0	-0.4	-3.0	0.2
COc1ccc(CN2CCCC(CO)(Cc3ccc(F)cc3)C2)c(OC)c1OC (stereo unspecified)	-4.7	60.8*	-5.1	21.4	0.0	-6.8	99.0	2.1	6.5	-0.7
O=C(Nc1cccc2ccccc12)C12CC3CC(C1)CC(n1cnc([N+](=O)[O-])n1)(C3)C2	1.9	-0.7	-25.0	-4.2	1.2	3.6	99.0	-2.6	-9.5	0.6
COc1cc(NS(=O)(=O)c2ccc(NC(=S)NC(C)=O)cc2)nc(OC)n1	1.3	-1.5	/	2.5	-0.1	-1.6	96.0	-3.9	-12.1	4.3
COCC(=O)Nc1ccc(OCc2ccccc2)cc1	-5.3	-5.0	-3.8	-1.9	0.0	0.8	91.0	-2.3	0.2	-4.9
CCOc1cc(NC(=S)NCCCN2CCOCC2)c(OCC)cc1NC(=O)c1cccs1	-6.5	2.1	-3.0	-7.0	-0.6	9.1	101.0	-1.9	-6.0	0.1
O=[N+]([O-])c1ccc(O)c(Nc2ncnc3ccccc23)c1	1.8	-2.9	-8.3	-0.2	-0.1	-10.9	95.0	-0.6	-5.9	3.1
COc1ccccc1N1CCN(C2CCCN(Cc3cccc(O)c3)C2)CC1 (stereo unspecified)	-5.0	16.7	7.3	-3.6	-0.1	4.2	103.0	2.2	-6.7	-1.1
O=C(COc1ccc2ccccc2c1)Nc1cccc(C(=O)Nc2ccccc2C(=O)O)c1	-8.4	-1.7	2.2	7.1	0.0	-1.1	101.0	0.1	-7.2	0.2
CSc1c(C#N)c(N)nc2sc(C(=O)c3ccccc3)c(N)c12	-4.2	17.2	9.0	10.2	0.8	-5.5	116.0	2.4	1.4	6.9
Cc1nnc(-c2cnn(C)c2N)n1Cc1ccccc1F	3.7	1.7	1.8	-0.1	-0.1	1.2	93.0	-2.7	-4.2	0.4
Oc1[nH]c2c(Cl)cc(Cl)cc2c1N=NC(=S)NCC1CCCO1 (stereo unspecified)	-2.1	-11.5	2.1	-35.0	-0.6	-4.8	91.0	-4.0	-11.1	1.8
COc1ccc(CC(=O)Nc2ccc(S(=O)(=O)N3CCCC3)cc2)c(OC)c1	-7.7	-4.1	0.1	12.4	-0.2	0.2	96.0	-0.6	11.5	-2.3
O=C(/C=C/c1ccccc1)NNC(=O)C1CC1	-2.8	-1.8	-3.8	2.1	-0.1	11.0	65.0*	-2.5	-1.9	-0.5
CC(=O)N=c1n(C)c2ccccc2n1CCOc1ccccc1	-0.3	-4.1	-0.3	7.5	0.0	-2.9	98.0	-2.1	-5.0	0.8
CN(C)CCN1C(=O)c2oc3ccc(F)cc3c(=O)c2C1c1ccncc1 (stereo unspecified)	2.6	1.5	-12.1	7.1	0.1	/	99.0	-0.5	2.7	-2.8
Cc1ccccc1-c1nc(CS(=O)(=O)CC(=O)NC(C)c2ccccc2)c(C)o1 (stereo unspecified)	7.4	5.6	-5.6	14.2	0.0	-0.6	96.0	-0.5	12.1	0.0
COC(C/C=C/[C@H](O)[C@@H](C)OCc1ccccc1)OC	-0.5	96.4*	-2.7	8.3	0.0	-3.2	99.0	-1.6	-12.9	3.0
Fc1ccccc1OCCCCCCN1CCCC1	1.1	-3.4	-4.4	-0.6	0.1	/	93.0	2.4	-7.1	-2.2
CCN(CC)C(=O)Cn1nnc(-c2ccc(S(C)(=O)=O)cc2)n1	1.9	-2.7	6.9	3.4	-0.2	6.8	99.0	-2.1	-3.3	0.7
Cc1ccc(N2CCN(C(=O)c3ccccc3NC(=O)C3CCCCC3C(=O)O)CC2)cc1 (stereo unspecified)	2.9	-1.3	-0.9	0.4	-0.3	5.7	104.0	-3.1	-11.1	1.6
CCOc1ccc(C2=Nn3c(nnc3-c3ccccc3)SC2)cc1Cl	-0.8	5.6	-7.9	5.8	0.1	-1.6	103.0	-2.8	-0.4	4.3
Cc1ccc(C)c(N2CC(C(=O)OCC(=O)Nc3cc(C)on3)CC2=O)c1 (stereo unspecified)	11.2	-8.3	8.8	11.9	0.0	-13.7	103.0	0.3	-2.3	1.9
COC(=O)c1ccc(C(=O)OC)c(NC(=O)COC(=O)C2CC2C)c1 (stereo unspecified)	-1.1	-1.4	-4.8	9.7	0.6	-1.9	88.0	-1.5	8.3	-0.1
O=C(COC(=O)c1c(F)cccc1F)Nc1cccc(S(=O)(=O)N2CCCCC2)c1	-7.1	18.9	-8.6	15.2	0.2	/	94.0	0.1	-16.4	0.6
Cc1cccc2cc(COC(=O)C(C)(C)C)c(=O)[nH]c12	3.3	-2.6	-0.5	10.5	0.0	11.7	110.0	-1.1	-2.6	0.9
O=C(COc1ccccc1Cl)NNC(=O)C1CCCO1 (stereo unspecified)	2.9	-2.8	0.6	1.4	-0.1	/	90.0	0.3	2.3	0.5
Cc1ccc2[nH]c3c(=O)n(CC(=O)NCc4ccco4)ncc3c2c1	11.6	-2.1	-2.3	4.3	-0.3	-20.0	104.0	-0.3	-9.5	3.0
O=C(Nc1nncs1)c1cccc(S(=O)(=O)N2CCc3ccccc32)c1	0.9	-3.8	3.4	3.3	0.7	0.5	99.0	-0.2	-2.2	0.0
Cc1ccccc1CN1C(=O)CN(S(C)(=O)=O)CC1(C)C(=O)Nc1c(C)cccc1C (stereo unspecified)	2.2	0.9	/	/	0.0	/	/	/	-13.8	/
Cc1c(C(=O)N2CCOCC2)sc2ncn(CC(=O)N3CCC(C)CC3)c(=O)c12	5.7	2.6	7.8	1.4	2.8	1.5	86.0	1.6	-2.1	2.2
COC(=O)C[C@H]1c2cc(C(F)(F)F)ccc2S(=O)(=O)N1C1CCCCC1	-1.9	-2.5	1.5	8.6	0.0	/	95.0	-1.1	-11.6	-2.7
O=C(c1ccccc1)n1ccn(-c2ccccc2)c1=S	-7.7	4.9	4.4	-1.8	0.0	-13.4	88.0	0.7	0.5	1.0
COc1ccccc1NC(=O)CSc1nnc(NC(=O)C2CC2)s1	2.4	-5.9	-1.9	2.0	-0.2	-16.5	101.0	-0.6	-17.6	1.3
CCOc1ccc(CCNC(=O)c2cccc(S(=O)(=O)N3CCOCC3)c2)cc1OCC	-6.1	-0.6	-2.5	1.3	0.0	-9.3	95.0	-0.4	1.3	0.9
O=C(NCc1ccc(F)cc1)c1ccc(CS(=O)(=O)Cc2ccc(F)cc2)o1	-2.7	-1.5	1.5	-1.6	0.0	-26.8	108.0	-1.4	4.0	-2.4
COc1ccc(CCNC(=O)CCn2c(=O)oc3ccccc32)cc1OC	-1.9	-1.4	6.8	5.7	-0.2	8.4	99.0	-0.6	-8.0	-1.2
Cc1ccc(C)c(NC(=O)c2ccc3c(c2)N(Cc2ccc(F)cc2)C(=O)CS3=O)c1 (stereo unspecified)	-8.4	8.2	0.8	10.6	0.0	20.8	101.0	-1.1	-11.4	-1.1
CC(=O)Nc1ccccc1NC(=O)CC(C)(C)C	0.0	-0.4	3.6	0.5	0.0	-2.8	101.0	0.0	7.0	-0.7
CCN(Cc1ccccc1)S(=O)(=O)c1ccc(C(=O)Nc2nnc(C3CC3)o2)cc1	-5.6	7.7	-4.5	-0.2	-0.3	10.3	102.0	-1.1	3.6	0.8
O=C(NC1CCN(Cc2ccccc2)C1)c1cccc(S(=O)(=O)N2CCOCC2)c1 (stereo unspecified)	6.7	1.9	-2.4	7.9	-0.3	11.5	101.0	-3.9	-12.0	-5.5
CCOC(=O)N1CCN(C(=O)c2cc3c(-c4cccc(OC)c4)nn(C)c3s2)CC1	-4.0	-4.8	-4.4	29.9*	0.1	-0.9	109.0	-0.1	-3.4	1.5
Nc1c(N(CCO)C(=O)C2CCCC2)c(=O)[nH]c(=O)n1Cc1ccccc1	-3.8	6.8	-8.2	6.1	0.2	-4.9	99.0	-3.2	0.7	1.3
CNc1nc2c3ccccc3n(C(C)=O)c2s1	-27.2	0.0	5.1	-0.8	0.4	-2.2	107.0	-2.5	-0.3	6.2
Cc1ccc(C(=O)N/C(=C\c2cccs2)C(=O)NCCc2c[nH]c3ccccc23)cc1C	-4.0	-3.0	7.2	0.7	-0.1	?	92.0	-0.6	1.3	18.6
Cc1ccc(S(=O)(=O)NNC(=O)c2cc([N+](=O)[O-])c(C)c([N+](=O)[O-])c2)cc1	-8.4	0.1	/	-2.6	0.0	-5.2	101.0	-2.0	-14.3	-0.4
CNS(=O)(=O)c1cccc(C(=O)OCc2cc(=O)n3cc(Br)ccc3n2)c1	-4.3	2.8	-5.0	-0.3	-0.4	-4.1	79.0	0.3	-13.5	-2.7
c1ccc2c(c1)OCC(c1nnc3sc(-c4cnccn4)nn13)O2 (stereo unspecified)	-4.5	-6.4	6.2	13.7	-0.2	-1.5	99.0	2.7	3.4	1.4
Cn1nnnc1SCCNCc1ccccc1F	-5.4	-1.9	-0.9	10.7	-0.2	0.8	99.0	-0.2	-2.7	-0.7
COc1ccc(-c2[nH][nH]c(=O)c2NC(=O)c2ccc(C)cc2)cc1	-54.6	-3.0	/	/	0.0	-6.2	93.0	/	5.2	0.1
O=C1NC(=O)/C(=C/C(=O)N2CCOCC2)S1	1.2	12.0	10.6	8.0	-0.3	-8.2	101.0	-2.6	0.4	3.4
CC1(c2ccccc2Br)NC(=O)N(CC(=O)Nc2ccc(S(N)(=O)=O)cc2)C1=O (stereo unspecified)	0.9	-11.6	-10.1	5.6	0.2	-2.9	95.0	0.6	9.2	1.3
COc1ccc(Cl)c(-c2cc(C(=O)NC(C)C)[nH]n2)c1	16.6	-3.7	/	-1.7	1.7	-5.9	94.0	2.0	2.7	0.7
O=C(NCCc1ccccc1)C(c1ccncc1)N(C(=O)c1csnn1)C1CC1 (stereo unspecified)	-3.1	1.5	3.2	4.6	0.2	10.1	99.0	-1.8	-10.5	1.8
CCN(CC)S(=O)(=O)c1cccc(C(=O)N[C@H](C(=O)NC2=NCCS2)C(C)C)c1	1.5	-3.1	6.5	2.4	-0.1	33.2	93.0	-0.9	-22.2	-2.3
Cc1nn(CC(=O)OCC(=O)Nc2c(C(C)C)cccc2C(C)C)c(C)c1[N+](=O)[O-]	2.3	-1.3	-1.6	20.1	0.3	0.8	107.0	5.4	4.8	3.6
